PriA SSB inh = K. pneumoniae PriA-SSBct interaction inhibition. hit rate 0.6% among 430,000. AID 1272365. AlphaScreen SSBct-PriA binding, biotinylated peptide. inhibition, % at 33 µM; in the data active = inhibition mostly above about 37%, no sharp cut-off; inactive = mostly below about 20%;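 note: plate controls were negative control peptide for no effect and reference peptide for full effect; strong numbers were not always called active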
* = called active by the depositor; & = joins results of further samples. A portion of the library; rates above refer to the full screens.

smiles	PriA SSB inh
Cc1nc2cc(NC(=O)Nc3cccc(Cl)c3)ccc2s1	-5.0
O=C(NCc1cnn2ccccc12)c1ccc(-n2cccc2)cc1	17.0
O=C(/C=C\c1ccc2c(c1)OCO2)Nc1nnc(SCC(=O)c2ccccc2)s1	1.0
CCOc1ccc(NC(=O)C2CCN(c3cc(OC)ncn3)CC2)cc1	-5.0
CSc1ccccc1C(=O)N1CCC(CSc2nccn2C)CC1	11.0
O=C(c1ccc2c(c1)OCO2)N1CCC(CSCc2ccco2)CC1	-15.0
COc1ccc(CC(=O)NCC(=O)N/N=C\c2cccc(Br)c2)cc1	-1.0
O=S(=O)(c1ccc2ccccc2c1)N1CCN(c2ccc3nnc(C4CC4)n3n2)CC1	1.0
Cc1cccn2c(C=NOCc3cccc(F)c3)c(-c3ccc(Cl)cc3)nc12	-27.2
Cc1ccc(-c2cc3c(=O)n(CC(=O)Nc4ccc5c(c4)OCCO5)ncn3n2)cc1C	-2.0
COc1cccc(OCC(=O)Nc2ccc3c(c2)N(C(=O)C2CCCC2)CC3)c1	-3.0
Cc1ccccc1Cn1nc(-c2ccccc2)c2sc(N3CCCC3)nc2c1=O	2.0
OC(CN1CCN(Cc2cc(F)ccc2F)CC1)C1CC1 (stereo not given)	-16.0
NC(=O)c1oc2ccccc2c1NC(=O)C1CCCN1S(=O)(=O)c1cccs1 (stereo not given)	2.0
CSc1ccccc1NC(=O)C(=O)NCC(c1ccc2c(c1)CCN2C)N(C)C (stereo not given)	37.0
Cc1ccc2oc(C(=O)Nc3nccs3)c(C)c2c1	13.0
COc1ccc2nc(-c3ccc(C)c(NS(=O)(=O)c4ccc(C(C)=O)cc4)c3)cn2n1	7.0
Cc1cccc(NC(=O)CSc2ccc3nnc(-c4ccc(Cl)cc4)n3n2)c1C	-11.0&8.0
COc1ccc2nc(-n3nc(C)cc3NC(=O)C3=COCCO3)sc2c1	-5.0
CN1C(=O)NC2(CCN(CC(=O)N3CCCc4ccccc43)CC2)C1=O	-3.0
CN(C)c1ccc(/C=N\NC(N)=S)cc1[N+](=O)[O-]	14.0
Cc1cc(C)cc(OCCNC(=O)CCSc2ccccc2)c1	-13.0
CCS(=O)(=O)Nc1ccc2c(c1)CN(C(=O)C(C)C)CC2	-9.0
O=C(Cc1cccs1)NCc1cncc(-c2ccsc2)c1	-5.0
O=S(=O)(NCC(O)c1ccc2c(c1)CCO2)c1ccccc1Br (stereo not given)	-5.0
CCc1c(C)nc(SCC(=O)Nc2cc(Cl)ccc2OC)[nH]c1=O	-5.0
CCc1ccc(S(=O)(=O)NCCNC(=O)c2ccc(NC(=O)C3CCCC3)cc2)s1	-7.0
N#CCCN1CCN(C(=S)c2ccc(-c3cccc(C(F)(F)F)c3)o2)CC1	16.0
CCOc1ccc(N2C(=O)CSC2=NNC(=O)COc2ccc3ccccc3c2)cc1	-5.4
O=C(CSCc1ccc(Cl)cc1)NN=Cc1ccc(Cl)cc1Cl	-12.7
COC(=O)c1ccc(NC(=O)Cc2csc(SCC(=O)Nc3cccc(NC(C)=O)c3)n2)cc1	-2.0
CCOC(=O)NN=Cc1ccc(OC(=O)c2ccco2)cc1	-9.9
CC1CN(S(=O)(=O)c2ccc(C(=O)Nc3nc4c(F)cccc4s3)cc2)CC(C)O1 (stereo not given)	3.0
Nc1nnc(-c2ccno2)o1	-12.0&19.0
CCOc1ccc(NC(=O)C(=O)NN=Cc2ccc(CNS(=O)(=O)c3ccccc3)o2)cc1	-1.3
NC(=O)c1nnn(Cc2cccc([N+](=O)[O-])c2)c1N	3.0
Cc1cc(SC(NC(=O)c2ccccc2)C(=O)c2ccccc2)ncn1 (stereo not given)	3.0
Cc1ccc(Nc2ccc(NCCNC(=O)COc3ccc(-n4cccn4)nn3)nn2)nc1	23.0
COc1ccc(NC(=O)CSc2c(-c3ccccc3)[nH]c3ccccc23)c(OC)c1	24.0
O=C(Nc1nc(-c2ccc(Cl)c(Cl)c2)cs1)c1cccc(C(F)(F)F)c1	-2.0
Cc1n[nH]c(=S)c2c1cnn2-c1ccccc1	-2.0
COc1ccc(N=NC(C(C)=O)=C(C)O)cc1	-2.2
COc1ccc(N2CCN(C(=O)Cc3csc(NC(=O)c4ccccc4)n3)CC2)cc1	5.0
Cc1nc(C)c(C(=O)Nc2c(C)nc3sccn3c2=O)s1	0.0
CC(Oc1ccc(Cl)cc1)C(=O)NNCc1ccccc1O (stereo not given)	15.0
CC(C)Cc1nnc(NC(=O)c2cc(Cl)ccn2)s1	42.9
CCC(C)=NNC(=O)CNC(=O)c1ccc(Cl)cc1Cl	-12.6
CCCN1CCCc2cc(CCNC(=O)C(C)(C)C)ccc21	51.0*
Fc1ccc(Cn2cc[nH]c2=S)cc1	-6.0
Cn1nc(-c2ccc(F)cc2)cc1C(=O)NCCn1nc(-c2ccccn2)c2c1CCCC2	-6.0
O=C(c1ccc(Cl)s1)N1CCN(c2nccn3nc4c(c23)CCCC4)CC1	-31.0
CC(C)Oc1ccc(C(=O)N2CCNC(=O)C2(C)C)cc1	-7.0
O=C(c1ccncc1)N1CCS[C@H](c2ccccc2Cl)CC1	-1.0
O=S(=O)(Nc1cnc2ccnn2c1)C1CCCCC1	-14.0
O=C(COc1ccccc1-c1ccccc1)NN=Cc1cccc2ccccc12	-12.1
CCNc1cc(NCCNC(=O)c2ccc(F)cc2F)nc(C)n1	-11.0
O=C1NC(=O)c2cc(NC(=O)C3c4ccccc4Oc4ccccc43)ccc21	-15.0&-1.0
O=S(=O)(Nc1ccc2c(c1)CCCN2S(=O)(=O)c1ccc(F)cc1)c1cccc(Cl)c1	-7.0
Cc1cc(C(=O)Nc2ccc(SC#N)cc2)c(C)o1	18.0
C=CCN1C(=O)C2(C(=C(O)c3ccc4c(c3)OCCO4)C(=O)C(=O)N2CCCOC)c2ccccc21 (stereo not given)	-4.6

(cont.)
smiles	PriA SSB inh
O=C(Cc1cc(=O)[nH]c(SCc2ccccc2F)n1)Nc1nccs1	-2.0
Cc1ccc2sc(NC(=O)c3ccccc3)nc2c1C	-1.0
O=c1[nH]c(=S)n(CCC2=CCCCC2)c(O)c1C=NNc1ccccc1	11.9
O=C(CC1CCCCN1S(=O)(=O)c1ccc(F)cc1)NCCCc1ccccc1 (stereo not given)	10.0
CN(C)Cc1c(C(=O)NN=Cc2ccc(OCc3c(F)cccc3Cl)cc2)nnn1-c1nonc1N	-26.4
O=C(Nc1ccc2c(c1)C(=O)Nc1ccccc1O2)c1cc2ccccc2s1	-11.0
O=C(NCc1ccc(F)cc1)c1ccc2c(=O)nc3c(-c4ccccc4)n[nH]n3c2c1	-8.0
CC(Oc1cccc(F)c1)C(=O)NCCOc1cccc(C(F)(F)F)c1 (stereo not given)	-35.0
CC(=O)N1CCc2ccc(NC(=O)COc3ccc(C)cc3)cc21	-7.0
COc1ccc(OC)c2sc(N(Cc3ccco3)C(=O)c3cc(C)n(C)n3)nc12	-12.0&4.0
O=C(Cn1cc(C(F)(F)F)ccc1=O)NN=Cc1ccccc1	-3.3
N#Cc1nccnc1O[C@H]1CCCN(C(=O)c2ccc3ncsc3c2)C1	-29.0
O=C(Nc1ccc2c(c1)OCO2)C1CCCN(c2ccc(-c3ccc(F)cc3)nn2)C1 (stereo not given)	14.0
CC(NC(=O)CCc1csc(NC(=O)c2ccc[nH]c2=O)n1)c1ccccc1 (stereo not given)	-12.0
Cc1nnc(N2C(=O)C(O)=C(C(=O)c3ccco3)C2c2ccc(Br)cc2)s1 (stereo not given)	6.0&16.0
Cc1ccc(-c2csc3ncn(/N=C\N(C)C)c(=O)c23)o1	1.0
Cc1noc(-c2c(NC(=O)c3noc4c3CCCC4)sc3c2CCOC3)n1	-7.0
O=C(NCc1ccccn1)[C@H]1CCCN(c2ccc(-n3cccn3)nn2)C1	-5.0
CCOC(=O)N1CCC(NC(=O)c2sc(-c3nnn(-c4ccc(C)c(C)c4)c3C)nc2C)CC1	-9.0
CCOc1ccc2cc(/C=C/C(=O)c3cccs3)c(=O)[nH]c2c1	3.0

6 compounds already listed, arranged by SMILES length, lowest first:
smiles	PriA SSB inh
O=C(NCc1ccccn1)[C@H]1CCCN(c2ccc(-n3cccn3)nn2)C1	-5.0
COc1ccc(OC)c2sc(N(Cc3ccco3)C(=O)c3cc(C)n(C)n3)nc12	-12.0&4.0
Cc1nnc(N2C(=O)C(O)=C(C(=O)c3ccco3)C2c2ccc(Br)cc2)s1 (stereo not given)	6.0&16.0
O=C(NCc1ccc(F)cc1)c1ccc2c(=O)nc3c(-c4ccccc4)n[nH]n3c2c1	-8.0
CN(C)Cc1c(C(=O)NN=Cc2ccc(OCc3c(F)cccc3Cl)cc2)nnn1-c1nonc1N	-26.4
CCOC(=O)N1CCC(NC(=O)c2sc(-c3nnn(-c4ccc(C)c(C)c4)c3C)nc2C)CC1	-9.0

The list goes on:
smiles	PriA SSB inh
CN1CCN(C(CNC(=O)Cc2ccc(-c3ccccc3)cc2)c2ccc3c(c2)CCN3C)CC1 (stereo not given)	72.0
CCOc1ccc(OCCNC(=O)c2cccs2)cc1	-4.0
Cc1cc(CCNC(=O)Nc2cccs2)on1	-7.0
O=C(NCc1cncc(-c2cccs2)c1)C1(c2ccccc2)CCOCC1	-16.0
CC(C)c1ccc(C=Nn2c(COc3ccccc3)n[nH]c2=S)cc1	-9.8
COc1cc(OC)c(OC)cc1C=NNC(=O)c1ccc(CSc2nc(C)cc(C)n2)cc1	-2.9
O=C(CSc1nc2c(c(=O)[nH]1)CN(Cc1ccccc1)CC2)NCc1ccc2c(c1)OCO2	4.0
CCN1C(=O)C(C)(C)COc2ccc(NS(=O)(=O)Cc3ccccc3)cc21	6.0
CSc1ccc(C(O)CNC(=O)C(=O)Nc2ccc(F)c(Cl)c2)cc1 (stereo not given)	-12.0
O=C(c1ccc(OC(F)(F)F)cc1)N1CCC(Oc2cnccn2)CC1	-5.0
COc1cccc(C(=O)NCC(=O)NN=Cc2cccnc2)c1	-9.8
NC(=NOC(=O)c1ccccc1Br)c1ccc([N+](=O)[O-])cc1	6.8
O=C(NCCn1ccc(-c2ccccn2)n1)c1cc(=O)c2ccccc2o1	-1.0
O=C1C(=O)N(CCN2CCOCC2)C(c2ccccn2)C1=C(O)c1ccccc1 (stereo not given)	-11.2
CS(=O)(=O)N1CCN(C(=O)C2CN(C(=O)c3cnccn3)C2)CC1	-6.0
CC(=O)c1ccc(S(=O)(=O)NCCOc2ccc3nnc(C)n3n2)cc1	-7.0
Cc1cccc(C)c1NC(=O)Cn1c(=O)n(Cc2ccc(F)cc2)c(=O)c2nccnc21	-3.0
CS(=O)(=O)C1CCN(C(=O)C2CC=CCC2)CC1 (stereo not given)	3.0
COc1ccc(OC)c(NC(=O)CSc2nnc(C)c3cnn(-c4ccccc4OC)c23)c1	21.0
Cc1ccccc1OCC(=O)NN=Cc1ccncc1	-1.3
O=C(Cn1cnc(-c2ccc(F)cc2)cc1=O)Nc1ccncc1	-7.0
COc1ccc(-c2noc(-c3ccc(SCC(=O)NC4CCCC4)nc3)n2)cc1	-11.0
O=C(NCC1(c2ccccc2)CCOCC1)c1ccccc1C(F)(F)F	1.0
COc1ccc(SCCCC(=O)Nc2c3c(nn2C)CCC3)cc1	-8.0&-6.0
O=C(NCCc1cnc[nH]1)c1nnn(-c2ccccc2F)c1-c1ccncc1	-18.0
Cc1ccc(C(=O)NCC2COC3(CCCC3)O2)cc1C (stereo not given)	-6.0
NC(=NOC(=O)c1ccccc1)c1ccccn1	7.0
COCC(C)NC(=O)C1CSCCC(=O)N1 (stereo not given)	-11.0
Cc1csc(C(=NOC(=O)c2ccco2)C(N)=O)n1	-5.6
O=C(NN=Cc1ccco1)c1cccc(NC(=O)c2cccc(Cl)c2)c1	5.7
O=C(NN=Cc1cccc(OC2CSC2)c1)c1ccccc1O	-20.6
CCSc1ccccc1C(=O)NCCS(=O)(=O)N1CCc2ccccc2C1	-3.0
CCOc1cc(C=NNC(=O)CN2CCCCC2)ccc1OCc1ccccc1	-11.9
O=C(Nc1ccccc1)N1CCC(N2CCC[C@@H]2COCc2ccccc2)CC1	3.0
CCS(=O)(=O)NCC(c1ccc2c(c1)OCO2)N1CCN(c2ccccc2F)CC1 (stereo not given)	3.0
COC1CCN(C2CCN(C(=O)Nc3ccc(C(F)(F)F)cc3)CC2)CC1	-19.0
CC(=NNC(=O)CNC(=O)C1COc2ccccc2O1)c1ccc2c(c1)OCCO2 (stereo not given)	-15.3
CCC(=NNC(=O)CSCc1ccc(Cl)cc1)c1ccc2c(c1)OCCO2	-3.6
O=C(N/N=C\c1ccc(O)cc1)c1cc[n+]([O-])cc1	-5.0
CNC(=O)c1ccsc1NC(=O)c1cc(-c2ccccc2)nc2ccccc12	9.0
COc1cccc(N2CC(C(=O)N3CCc4nc(NC(=O)c5cnccn5)sc4C3)CC2=O)c1 (stereo not given)	-12.0
Cc1ccc(CC(=O)Nc2nnc(CSc3ccccc3)o2)cc1	-18.0
O=C(CSc1nnc2c3cc(-c4ccc(F)cc4)nn3ccn12)Nc1ccccc1C(F)(F)F	-14.0
CN1C(=O)c2ccc(N)cc2C1=O	-9.0
CSc1nc(C)cc(OCNC(=O)c2ccc(Cl)cc2)n1	11.0
Cc1cc(C)n2nc(SCC(=O)NN=Cc3ccccn3)nc2n1	-7.1
C=CCNC(=S)Nc1cccc(NC(=O)CC(NCc2ccco2)C(=O)O)c1 (stereo not given)	6.0
O=C(N[C@H]1CCN(c2ccccn2)C1)c1ccc(Cl)cc1Cl	2.0
Cc1cc(C(=O)NCc2ccc(C(=O)c3ccccc3)s2)c(C)o1	-6.0
CCOC(=O)c1cnn2ccc(NC(=O)c3ccc(=O)n(C)n3)cc12	-9.0
O=C(c1ccccc1)N1CCN(CCN2CCN(C(=O)c3ccccc3)CC2)CC1	2.0
CN(C)CCN(C(=O)c1ncccn1)c1nc2ccc(OC(F)(F)F)cc2s1	-6.0

Screening data (PubChem)
